M1AAP inhibition – malaria alanyl aminopeptidase activity blockers – biochemical, fluorogenic H-Leu-NHMec substrate, 1536-well (AID 1445). inhibition, % at 30 µM; hits with a dose series show IC50 in µM. 220,000 tested, 0.42% active. recombinant M1AAP, H-Leu-NHMec fluorogenic kinetic assay; higher % means a stronger effect;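 active means primary inhibition above the hit cutoff, then over 50% inhibition at one or more dose response concentrations, cut at about 23% in these data, passing the limit was not always enough; inconclusive means conflicting primary data, or primary hits not chosen for dose response; inactive means low primary inhibition, or under 50% at every dose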;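 further: plate controls were DMSO full reaction for no effect and no enzyme background for full effect; strong numbers were not always called active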
Siah-1 displacement – Siah-1 peptide-binding antagonists, primary screen, biochemical, fluorescence polarization, rhodamine-plectin, uHTS (AID 1817) | 290,000 tested, 0.02% active | one-dose displacement, % at 20 µM; IC50 in µM for titrated hits | Siah-1 / rhodamine-plectin peptide fluorescence polarization; higher % means a stronger effect;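 active means displacement of at least 50% at 20 µM, with a fluorescence ratio check between 0.3 and a set limit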;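 further: plate controls were Siah plus tracer with DMSO for no effect and tracer alone without Siah for full effect; strong numbers were not always called active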
PMI inhibitors – MPI enzyme activity inhibition – biochemical, fluorescence intensity, coupled assay, primary screen (AID 1209) | purified PMI enzyme, coupled fluorescence intensity; higher % means a stronger effect | one-dose inhibition, % at 20 µM; IC50 in µM for titrated hits | 190,000 tested, 0.42% active;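 further: plate controls were DMSO vehicle for no effect and wells lacking substrate for full effect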
LYP inhibition – PTPN22 lymphoid phosphatase activity blockers – biochemical, fluorescence intensity, uHTS (AID 1779); recombinant LYP phosphatase, fluorescence intensity; higher % means a stronger effect; inhibition, % at 11.5 µM, or IC50 in µM where a hit was titrated; 290,000 tested, 0.054% active;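 further: plate controls were vehicle with enzyme for no effect and no enzyme for full effect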
AID2073 – disruptors of CaV2.2 binding to Mint1 – biochemical, HTRF (AID 2073). HTRF protein-protein interaction, Mint1-CaV2.2; higher % means a stronger effect. inhibition, % at 20 µM, or IC50 in µM where a hit was titrated. 290,000 tested, 0.19% active; in the data active means inhibition mostly above about 51%, no sharp cut-off; inconclusive means no clear call, values can overlap the other calls; inactive means mostly below about 53%; further: some results filed as inactive read as strong as hits
human PMI inhibitors – MPI inhibition at elevated mannose 6-phosphate – biochemical, fluorescence intensity, high mannose 6-phosphate, primary screen (AID 1220); recombinant PMI enzyme, coupled fluorescence intensity; higher % means a stronger effect; 190,000 tested, 0.66% active; one-dose inhibition, % at 20 µM; IC50 in µM for titrated hits
P. falciparum M17LAP – P. falciparum M17LAP inhibitors, primary screen, biochemical, fluorogenic H-Leu-NHMec substrate, 1536-well (AID 1619) | 220,000 tested, 0.38% active | recombinant M17LAP, H-Leu-NHMec fluorogenic kinetic assay; higher % means a stronger effect | one-dose inhibition, % at 30 µM; IC50 in µM for titrated hits;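 active means compound inhibiting the enzyme by more than half at any dose during confirmatory dose-response retesting; inconclusive means strong single-dose inhibitors picked by rank but not retested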;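 further: plate controls were full reaction with DMSO carrier for no effect and no enzyme background for full effect; strong numbers were not always called active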
XIAP displacement – XIAP antagonists, biochemical, IAP family, fluorescence polarization (AID 1018); 200,000 tested, 0.007% active; displacement, % at 20 µM; hits with a dose series show IC50 in µM; XIAP BIR domain, fluorescence polarization peptide displacement; higher % means a stronger effect; in the data active means displacement above about 50%; further: a part of the inactive calls stands beside numbers as strong as those of hits
Dynein transport – blocks dynein driven cargo transport along microtubules. 3617.4 mouse cells, GR-EGFP nuclear translocation imaging; test concentration mostly 20 µM; stimulated with dexamethasone, 1 µM; hits give low values. z-score, hits read low. 220,000 tested, 0.47% active;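 active means plate z-score of nuclear minus cytoplasmic receptor signal below a set negative limit, without overly bright fluorescence or cell loss, cut at about -3.5 in these data, passing the limit was not always enough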;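 further: z-score of nuclear minus cytoplasmic ring GR-EGFP intensity difference per well; some compounds called inactive have numbers as strong as hits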
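Buffer or medium: tet-free, stripped-serum medium; Also added: dexamethasone, 1.0 µM final; Technique: high-content fluorescence imaging after fixation; Times: 48 h induction, 1 h compound, 30 min dex at 37 °C; Read-out: per-cell GR-EGFP intensity, nucleus versus surrounding cytoplasmic ring, well-averaged.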
Dynein transport cytoplasmic EGFP – also measured in Dynein transport; calls as there; z-score; measured here: cytoplasmic GR-EGFP intensity; hits give high values
Dynein transport nuclear GR-EGFP – further read-out of Dynein transport, marked with its call; z-score; measured here: nuclear GR-EGFP intensity;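 lower value marks the stronger effect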
Dynein transport cell count – second read-out of Dynein transport, no call of its own (marks repeat the call); z-score; measured here: cell count per field
Active calls of the source: *; ? = inconclusive; . = no result given. Unless noted, no stated cut-off is given here; in the data, active means inhibition above about 50%; inactive means the rest.

SMILES	M1AAP inhibition	Siah-1 displacement	PMI inhibitors	LYP inhibition	AID2073	human PMI inhibitors	P. falciparum M17LAP	XIAP displacement	Dynein transport	Dynein transport cytoplasmic EGFP	Dynein transport nuclear GR-EGFP	Dynein transport cell count
COc1ccc(CNC(=O)CCC(=O)N2CCN(S(=O)(=O)c3ccc(Cl)cc3)CC2)cc1	-1.7%	-1.3%	-2.7%	-3.8%	18.2%	-0.9%	1.3%	-6.0%	-0.353	-0.311	0.166	0.456
O=C(NC1CCCCC1)NC1CC2CCC(C1)N2C(=O)NCc1ccccc1 (stereo unspecified)	-4.8%	1.3%	-2.9%	-10.6%	-1.9%	-7.9%	-12.8%	-6.0%	-1	-0.0648	-0.538	0.981
CN(Cc1ccccc1)S(=O)(=O)c1cccc2nsnc12	14.3%	3.7%	2.9%	-2.5%	6.4%	1.7%	-3.6%	-4.9%	0.312	-0.328	0.185	0.774
CCCCC(CC)C1OCC(C[N+]2(C)CCOCC2)O1 (stereo unspecified)	-1.5%	1.7%	3.8%	5.8%	5.9%	-7.1%	-0.3%	-12.6%	0.137	-0.232	0.142	0.836
O=C(CSc1nnc(SCc2cccc3ccccc23)s1)N/N=C/C=C/c1ccccc1[N+](=O)[O-]	7.6%	1.4%	4.4%	-1.6%	-4.6%	5.3%	-8.5%	-3.7%	-0.396	-0.212	0.519	0.587
Cc1cc(N(C)C)c(C#N)c(N2CCOCC2)n1	-3.6%	4.9%	-0.5%	-3.6%	0.5%	-3.7%	4.6%	-3.6%	0.422	-0.00167	0.434	-0.0604
CCN(Cc1ccncc1)Cc1cn[nH]c1-c1cc(OC)c(OC)c(OC)c1	2.0%	-3.4%	18.5%	-10.1%	-2.5%	20.9%	-1.8%	-15.9%	-0.86	-0.307	-0.615	1.01
CC(C)C1CC(CCN2CCCCC2)(c2ccccc2)CCO1 (stereo unspecified)	-6.1%	1.3%	-14.0%	-7.7%	-1.5%	-10.9%	-6.1%	-3.2%	1.24	-0.329	0.663	0.572
CC(C)(C)c1ccc2c(c1)N(CC(=O)O)C(=O)CO2	3.7%	-2.0%	-2.1%	-11.7%	-5.4%	-8.3%	-9.1%	-1.4%	0.558	-0.122	0.576	-0.69
CCN(CC(=O)Nc1ccc(OC)c(Cl)c1)CC(=O)NC(C)C	3.7%	-4.6%	6.5%	-8.3%	1.2%	4.2%	12.9%	-7.8%	0.172	-0.275	-0.199	0.71
O=C(NCc1ccc(OC(F)(F)F)cc1)C1CC(c2ccccc2[N+](=O)[O-])=NO1 (stereo unspecified)	2.6%	-1.5%	-12.9%	2.7%	23.8%	-9.6%	7.2%	0.1%	1.84	-0.0801	0.965	-0.0658
Cc1ccc(NC(=O)COc2ncnc3sccc23)cc1S(=O)(=O)N(C)C	-2.8%	-7.1%	2.3%	3.1%	10.7%	7.7%	43.2%	-0.6%	-0.302	-0.363	-0.588	-0.277

The closing four compounds of the section above open the next one.
SMILES	M1AAP inhibition	Siah-1 displacement	PMI inhibitors	LYP inhibition	AID2073	human PMI inhibitors	P. falciparum M17LAP	XIAP displacement	Dynein transport	Dynein transport cytoplasmic EGFP	Dynein transport nuclear GR-EGFP	Dynein transport cell count
CC(C)(C)c1ccc2c(c1)N(CC(=O)O)C(=O)CO2	3.7%	-2.0%	-2.1%	-11.7%	-5.4%	-8.3%	-9.1%	-1.4%	0.558	-0.122	0.576	-0.69
CCN(CC(=O)Nc1ccc(OC)c(Cl)c1)CC(=O)NC(C)C	3.7%	-4.6%	6.5%	-8.3%	1.2%	4.2%	12.9%	-7.8%	0.172	-0.275	-0.199	0.71
O=C(NCc1ccc(OC(F)(F)F)cc1)C1CC(c2ccccc2[N+](=O)[O-])=NO1 (stereo unspecified)	2.6%	-1.5%	-12.9%	2.7%	23.8%	-9.6%	7.2%	0.1%	1.84	-0.0801	0.965	-0.0658
Cc1ccc(NC(=O)COc2ncnc3sccc23)cc1S(=O)(=O)N(C)C	-2.8%	-7.1%	2.3%	3.1%	10.7%	7.7%	43.2%	-0.6%	-0.302	-0.363	-0.588	-0.277
COc1ccc(/C=C/C(=O)OCC(=O)Nc2cc3oc4ccccc4c3cc2OC)cc1	8.0%	-3.9%	8.7%	-2.9%	30.6%	4.9%	-5.6%	-1.3%	-0.376	-0.26	-0.217	1.13
Cc1ccc2c(c1)N(CCC(=O)NC1CC1)C(=O)C(C)O2 (stereo unspecified)	0.6%	1.0%	-7.0%	-5.5%	26.1%	-1.4%	8.8%	-2.6%	-1.08	-0.234	-0.662	2.88
COC(=O)c1ccc(C23CC4(C2)[C@H](CN(C)[C@@H]4c2ccccc2)C3c2ccc(Cl)nc2)cc1 (stereo partly specified)	-0.2%	12.2%	.	-3.1%	-4.7%	.	-4.1%	.	-1.02	-0.684	-0.518	0.474
COc1ccc(CN(C)CCc2ccccn2)cc1OC	9.1%	8.8%	-7.3%	-7.5%	13.2%	-4.7%	14.4%	-2.9%	0.215	-0.251	0.279	-0.656
COc1ccc(CCNC(=O)c2ccc(SC)cc2OC)cc1	0.3%	0.3%	2.1%	7.8%	-4.2%	-1.4%	-8.0%	-5.0%	2.23	-0.011	1.75	-1.92
CN(C)c1nc(Oc2ccc(OCCOc3ccccc3)nn2)nc(N(C)C)n1	-1.5%	2.4%	-10.9%	-6.7%	-11.3%	-15.0%	-0.3%	-5.4%	1.09	-0.25	1.01	-0.836
N=C1c2ccccc2CN1c1ccc(S(=O)(=O)N2CCCCC2)cc1	-2.5%	7.3%	-5.1%	-5.6%	?	0.0%	-1.7%	-4.0%	0.629	-0.291	-0.283	-0.781
O=C(CCCCC(=O)NC1CCCC1)NC1CCCC1	6.1%	-1.6%	2.3%	-5.8%	4.9%	1.7%	6.7%	-10.6%	-0.136	-0.262	0.586	0.0299
O=C(Nc1ccc(Cl)cc1)N1CCN(c2ccccc2)CC1	5.2%	2.7%	2.9%	-0.3%	7.7%	3.4%	4.0%	2.4%	0.348	-0.245	-0.445	-0.385
Cc1ccccc1OCC(=O)NCC(=O)N/N=C/c1cccc([N+](=O)[O-])c1	-3.0%	1.6%	0.9%	-9.6%	14.6%	-3.3%	-3.5%	-4.9%	0.987	-0.279	0.413	-0.207
CCc1nc2sccc2c(=O)n1N	12.3%	0.9%	-2.4%	-7.9%	9.9%	0.0%	-5.6%	-3.2%	0.182	-0.347	-0.0754	-0.128
COc1ccc(N2CCN(CCCNC(=O)C3CCN(S(=O)(=O)N4CCOCC4)CC3)CC2)cc1	3.7%	-3.7%	-2.8%	-3.8%	-4.9%	6.4%	-4.2%	-4.9%	0.09	-0.174	-0.259	0.942
O=[N+]([O-])c1ccc(C(O)CN=Cc2ccc(O)cc2O)cc1 (stereo unspecified)	14.3%	-0.4%	6.3%	1.9%	16.2%	5.2%	15.2%	-3.8%	0.115	-0.3	-0.0359	-0.9
CC(=O)Nc1ccc(S(=O)(=O)Nc2nc(-c3ccc(C(C)(C)C)cc3)cs2)cc1	6.7%	4.5%	4.8%	-2.9%	1.5%	11.1%	30.8%	-7.2%	2.27	-0.183	1.05	-1.06
CCC(Sc1nc(N)c(NC(=O)c2ccc(OC)c(OC)c2)c(=O)[nH]1)C(=O)OC (stereo unspecified)	-10.3%	-1.2%	21.5%	-5.3%	-11.7%	12.4%	0.0%	-15.0%	-1.08	-0.257	-0.629	0.766
CCCCC(c1nnnn1Cc1ccco1)N1CCN(c2nc3ccccc3s2)CC1 (stereo unspecified)	5.5%	-0.9%	7.7%	9.6%	-3.7%	2.3%	9.7%	1.2%	-0.346	-0.328	0.112	-0.274
O=C(c1ccc(F)cc1)n1c(=S)nc2ccccn21	-3.6%	-1.8%	.	-3.2%	-14.7%	.	1.3%	.	-0.625	-0.177	-0.396	0.56
Cc1ccc(OCC(=O)N(C)CC(=O)Nc2ccc(F)cc2)c([N+](=O)[O-])n1	3.9%	5.6%	-5.8%	-4.3%	0.0%	-4.4%	-6.8%	-1.1%	0.421	-0.28	0.739	0.298
Cc1ccccc1N1CC(=O)Nc2c(oc3nc(-c4ccccc4)cc(C)c23)C1=O	5.8%	-4.6%	.	9.2%	19.8%	.	3.2%	.	0.499	-0.174	0.0237	-0.454
NS(=O)(=O)c1ccc(NC(=S)NCc2ccc(F)cc2)cc1	-2.1%	4.5%	15.3%	-0.6%	-0.1%	0.5%	-6.1%	-4.5%	-0.00362	-0.233	0.293	-0.0573
CN(C)CCCN(C(=O)c1ccco1)c1nc2ccc(Br)cc2s1	11.4%	-1.9%	1.3%	-12.6%	-8.4%	10.6%	1.8%	-9.3%	3.74	0.0205	2.12	-0.559
Cc1ccc(S(=O)(=O)/N=C2/NC(=O)/C(=C/c3cccnc3)S2)cc1	19.8%	1.1%	6.8%	-3.4%	-3.5%	5.2%	26.6%	-3.1%	0.281	-0.155	0.329	-0.837
N#C/C(=C\c1cccc([N+](=O)[O-])c1)c1ccccn1	6.6%	-1.9%	-14.0%	-7.3%	-11.9%	-9.8%	2.4%	-2.7%	-1.97	0.546	-0.684	-0.148
Cc1ccc2nc(C)c(C(=O)N/N=C/c3ccco3)cc2c1	-1.6%	0.7%	-7.6%	-3.3%	1.3%	-0.3%	5.2%	-5.6%	1.59	-0.265	1.41	-0.492
CCOc1ncnc2c1oc1nc(CC(C)C)c3c(c12)CC(C)(C)OC3	3.3%	2.7%	13.0%	0.2%	-3.8%	8.9%	-3.3%	-5.4%	-0.574	-0.21	-1.09	-0.458
O=C1c2ccccc2-c2cccc(C(=O)N3CCCCCC3)c21	13.4%	3.4%	-11.8%	-2.6%	-2.4%	-8.4%	6.9%	-3.5%	-0.12	-0.323	-0.442	0.523
O=c1oc2ccccc2c(Nc2cc3ccccc3cc2O)c1[N+](=O)[O-]	19.2%	-9.5%	-7.6%	-1.1%	38.5%	31.4%	-149.5%	-8.5%	2.34	0.14	1.72	-1.92
